ssDAF-12 act: S. stercoralis DAF-12 activation, primary screen; HEK293 ssDAF-12/GRIP1 lit1-tk-luc reporter, luminescence; % of 3 µM dafachronic acid response; AID 652126; activation, % at 6.8 µM; 370,000 tested, 1% active;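 active = activation above the mean over all tested compounds plus 3 SD, cut at about 0.9% in these data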;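 note: 0% = DMSO-only wells and 100% = 3 µM delta7-dafachronic acid wells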
PG9 binder: PG9 antibody binding by small molecule | inhibition, % at 6.7 µM | 360,000 tested, 0.43% active | TR-FRET gp120-PG9 antibody binding | AID 624416; in the data active = inhibition above about 8.5%
HGIII-sPLA2 inh: Inhibits HGIII-sPLA2 liposome hydrolysis, primary screen; Q9NZ20; 370,000 tested, 0.56% active; inhibition, % at 12.2 µM; QFRET BODIPY PC-A2 liposome hydrolysis, fluorescence;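 active = inhibition above mean plus 3 SD of compounds lying within the high and low control bounds, cut at about 19% in these data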;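 note: 0% = median of test compound wells and 100% = no enzyme DMSO wells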
Target sequence (Q9NZ20 whole entry, looked up): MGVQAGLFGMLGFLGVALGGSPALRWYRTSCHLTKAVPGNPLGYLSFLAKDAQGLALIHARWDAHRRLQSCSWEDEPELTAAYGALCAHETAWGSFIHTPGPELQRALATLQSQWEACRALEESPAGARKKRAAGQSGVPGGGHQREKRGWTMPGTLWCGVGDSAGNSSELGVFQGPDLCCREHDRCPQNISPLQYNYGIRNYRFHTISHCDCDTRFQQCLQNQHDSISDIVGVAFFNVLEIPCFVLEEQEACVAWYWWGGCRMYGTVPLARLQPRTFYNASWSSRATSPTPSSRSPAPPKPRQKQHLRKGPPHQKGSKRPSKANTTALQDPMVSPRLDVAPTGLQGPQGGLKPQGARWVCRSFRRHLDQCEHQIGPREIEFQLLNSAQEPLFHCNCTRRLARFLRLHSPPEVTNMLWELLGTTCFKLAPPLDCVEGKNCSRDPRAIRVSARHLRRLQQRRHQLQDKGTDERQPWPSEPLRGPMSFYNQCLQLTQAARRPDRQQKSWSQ
DAX1 inh-1: blocks DAX1 repression of SF-1 activated StAR promoter | HEK293T StAR-luciferase reporter, SF-1/DAX-1 repression relief | inhibition, % at 6.8 µM | 370,000 tested, 1.1% active | AID 652010;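 active = inhibition above the mean over all tested compounds plus 3 SD, cut at about 3.6% in these data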;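 note: 0% = DAX-1 cells with DMSO and 100% = cells lacking DAX-1 with DMSO; higher inhibition means more luminescence from relief of DAX-1 repression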
Rev-erbA mod: modulates human Rev-erb alpha binding to DNA | Rev-erbα–FITC-DNA binding, fluorescence polarization, 90 min | activity, % at 10 µM | 370,000 tested, 0.79% active;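 active = activity above about 14%, limit read from the data; passing the limit was not always enough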;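 note: 0% = DMSO wells with 35 nM protein and 100% = DMSO wells with 750 nM protein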
hgDAF-12 ag: hgDAF-12 agonism, primary luciferase screen; HEK293 GAL4-hgDAF12 UAS-luciferase reporter, agonist luminescence; normalized to butyrate control; activation, % at 6.8 µM; 370,000 tested, 1.8% active; AID 687014;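 active = activation above a cutoff set at the mean of all screened compounds plus 3 SD, cut at about 10% in these data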;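 note: 0% = DMSO wells and 100% = sodium butyrate wells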
SMARCA2 act: increases SMARCA2 function in MMTV reporter cells. activation, % at 9.1 µM. MG213 cells, MMTV-luciferase reporter, dexamethasone, overnight. 370,000 tested, 1% active; in the data active = activation above about 7.8%;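 note: 0% = vehicle wells and 100% = reference activator wells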
hcDAF12 agonist: activates DAF-12 receptor from parasite H. contortus. HEK293 hcDAF-12 lit1-tk-luc reporter, luminescence; 0% DMSO, 100% Δ7-dafachronic acid. activation, % at 6.8 µM. 370,000 tested, 1.4% active;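 active = activation above the mean of all tested compounds plus 3 SD, cut at about 5.5% in these data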;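 note: 100% = response to 3 µM Δ7-dafachronic acid high control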
FXN GAA850 act: activators of GAA850 frataxin (FXN) promoter | HEK293 lucGAA850 FXN promoter luciferase reporter, 24 h; percent of 10 µM SAHA response | AID 540364 | 360,000 tested, 0.56% active | activation, % at 6 µM;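 active = activation above the average of all compounds screened plus 3 SD, cutoff fixed separately per campaign, cut at about 7.5% in these data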;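 note: 0% = DMSO wells and 100% = 10 µM SAHA wells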
DAX1 inh-2: inhibitors of human orphan nuclear receptor DAX1 (NR0B1); inhibition, % at 6.75 µM; 340,000 tested, 0.99% active; HEK293 Gal4-DAX1 luciferase reporter, luminescence; AID 504766;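 active = inhibition above the mean over all tested compounds plus 3 SD, cut at about 4.2% in these data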;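 note: 0% = DAX1-transfected cells with DMSO and 100% = empty-vector control cells with DMSO; inhibition shows as a rise in luminescence from relieved DAX1 repression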
Target sequence (P51843 207-470 limits assumed): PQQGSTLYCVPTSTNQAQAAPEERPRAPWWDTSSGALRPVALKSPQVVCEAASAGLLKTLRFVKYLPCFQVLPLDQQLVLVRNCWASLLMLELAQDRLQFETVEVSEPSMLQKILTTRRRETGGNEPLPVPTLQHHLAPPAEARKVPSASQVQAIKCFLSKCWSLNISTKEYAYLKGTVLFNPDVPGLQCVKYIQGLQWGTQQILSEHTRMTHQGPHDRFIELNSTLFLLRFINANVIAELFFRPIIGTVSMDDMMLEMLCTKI
PLCb3 inh: inhibitors of human phospholipase C beta3; Q01970; Purified PLC-beta3, fluorogenic substrate, fluorescence; inhibition, % at 12.2 µM; 370,000 tested, 0.18% active; AID 720704; in the data active = inhibition above about 11%;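 note: 0% = median of compound wells on plate and 100% = full blocker control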
Numbers without * were called inactive; / = not tested or not shown; & = joins results of further samples.

Every second line gives: FXN GAA850 act	HGIII-sPLA2 inh	hcDAF12 agonist	hgDAF-12 ag	PLCb3 inh	PG9 binder	DAX1 inh-1	ssDAF-12 act	DAX1 inh-2	SMARCA2 act	Rev-erbA mod
> COC(=O)C1=C(C)NC(C)=C(C(=O)OC)C1C(=O)OCc1nnc(-c2ccccc2Cl)o1
 : 0.8	-7.6	-0.9	-3.0	-70.9	1.1	-0.8	-1.1	-1.8	-2.2	-6.7
> COC(=O)c1cccc(C23CC4(C2)[C@H](CN(Cc2ccc(-c5ccccc5)cc2)[C@@H]4c2ccccc2)C3c2ccc(Cl)nc2)c1 (some centres undefined)
 : -2.0	-0.1	-0.5	0.9	1.7	0.4	-0.2	-1.4	0.6	0.5	3.2
> CCCCOc1ccc(S(=O)(=O)NC(=O)C2(C)CCN2C(=O)CCc2ccccc2)cc1 (centres undefined)
 : 1.5	-20.6	-1.2	-2.1	-7.2	0.1	0.4	-1.5	/	-0.1	2.8
> O=C(CSc1ccc2nnc(-c3ccncc3)n2n1)Nc1ccc2c(c1)OCO2
 : 1.7	9.8	2.5	1.6	-3.1	-0.7	0.1	-1.0	-0.1	0.7	5.5
> Cc1cc(C)c2c(c1)-c1cc(C)nn1C(c1ccc3c(c1)OCO3)N2 (centres undefined)
 : 2.4	2.9	-1.1	2.3	-37.4	-0.6	-0.4	-1.7	0.1	2.3	6.5
> CC1(Oc2ccccc2-c2ccno2)CCN(Cc2ccc(-c3ccccc3)o2)C1 (centres undefined)
 : 1.3	-8.2	1.2	5.8	-12.7	-2.0	-0.3	-0.4	/	0.9	-3.2
> CC(C)=CCN1CCN(Cc2cccnc2)CC1CCO (centres undefined)
 : -0.1	5.0	-2.6	1.9	0.9	0.0	-0.2	-1.0	0.0	6.2	-4.0
> COc1ccc2c(c1)NC(=O)CC(c1ccccc1)=N2
 : 2.0	1.2	-0.7	6.4	5.0	-1.6	0.4	-1.7	0.7	0.8	-0.3
> COC(=O)N(C)C[C@@H]1OCc2cnnn2CCCC(=O)N([C@H](C)CO)C[C@H]1C
 : -1.4	9.5	-0.8	-0.8	0.9	0.1	1.2	-0.4	1.4	-6.0	-3.0
> CCOc1cc(CC(=O)N[C@@H](CC(C)C)c2ccccc2N2CCCCC2)ccc1C(=O)O
 : 0.3	-9.7	-1.8	-1.8	-3.2	0.2	-2.2	-0.6	-0.9	-3.2	5.0&-7.8
> Cc1cc(C)n2nc(C(=O)NC3CCCc4ccccc43)nc2n1 (centres undefined)
 : 0.1	3.6	0.4	-2.2	-3.4	0.8	-0.1	-1.3	-0.7	2.1	-1.0
> O=C(COc1ccccc1Cl)Nc1ccc(CN2CCOCC2)cc1
 : 1.0	5.5	-1.8	-1.3	-3.4	-0.5	-2.2	-0.6	-1.1	-2.1	-0.5
> O=C(O)c1ccc(NC2=C/C(=N/S(=O)(=O)c3cccs3)c3ccccc3C2=O)cc1
 : 0.3	-5.2	1.0	-3.7	6.5	-15.6	-1.6	-0.3	-1.5	-6.1	-18.8
> CC(C)c1ccc(C(=O)NC(=S)NCc2cccnc2)cc1
 : 1.7	-3.4	-3.9	3.2	3.1	-1.2	-1.3	-1.0	-0.9	-4.6	-1.6
> CCOC(=O)c1cnc(SCC(=O)N2CCOCC2)nc1N
 : 3.1	5.8	-0.3	-0.3	3.6	-2.7	1.4	-1.3	2.3	5.7	-5.6
> Cc1ccc(Nc2cc(C)nc3ncnn23)c(Cl)c1
 : -2.6	-3.6	-2.5	-2.6	-0.9	0.5	0.0	-1.0	2.7	-0.9	0.6
> C=CCC(=O)N1CCCC(C(=O)c2ccc(Cl)cc2)C1 (centres undefined)
 : 0.1	11.9	-1.9	-1.9	-9.5	0.3	0.2	-1.1	0.6	-2.4	-0.2
> COC(=O)c1cc(C)sc1NC(=O)c1ccco1
 : 1.4	-1.1	0.1	-0.8	-34.2	4.2	-0.5	-0.7	-0.8	2.7	-2.9
> COc1cccc(-n2c(=O)c3ccccc3n(CC(=O)NCC3CCCO3)c2=O)c1 (centres undefined)
 : 0.2	-4.6	-3.5	-0.2	-4.6	0.4	-0.3	-0.8	-0.1	-1.9	6.0
> CN(C)c1ccc(-c2csc(C(O)(c3ccccc3)C(F)(F)F)n2)cc1 (centres undefined)
 : 0.8	3.0	1.1	-0.8	-18.8	-0.9	0.0	-0.5	/	2.2	4.8
> COc1cccc(CNc2nc(NCC3CC3)nc3ccsc23)c1
 : -3.2	-7.5	-3.9	-6.6	0.3	0.3	-3.9	-1.6	/	-4.6	-2.4
> CC(=O)Nc1cc(-n2cnnn2)ccc1C
 : 1.3	5.0	-1.0	2.8	-3.9	-1.9	0.1	-0.5	2.2	-0.5	0.8
> CC1CC(=S)Nc2ccccc2S1 (centres undefined)
 : -1.0	4.5	-1.7	-0.4	2.3	-0.8	-0.8	-0.8	0.4	-0.8	0.7
> Nc1c(/C=C2/C=CC(=O)C(O)=C2)c(=O)nc2sc(CC(=O)N3CCOCC3)nn12
 : 4.8	-2.0	-0.2	-0.3	-79.0	-5.6	1.3	-0.9	0.3	-0.1	-13.8
> O=C(CNC(=O)Cc1ccc(Cl)cc1)NCc1ccco1
 : 0.5	-3.7	-0.9	0.1	-7.0	0.7	0.6	-1.1	-0.2	0.1	-3.2
> CCCCN=C1C([N+](=O)[O-])=CC=C2C1=NC1(CCCCC1)N2O
 : 0.2	5.5	2.5	0.6	4.5	-2.9	-0.2	-1.4	0.5	4.8	0.0
> CCOC(=O)C1CCCN(c2c(N3CCC(N4CCCCC4)CC3)c(=O)c2=O)C1 (centres undefined)
 : 1.0	9.2	-0.8	-0.8	0.4	-0.2	-0.2	-1.6	0.7	0.0	-6.5
> O=C(O)CC1=C(Nc2ccccc2)C(=O)N(c2ccccc2)C1c1ccc(Br)cc1 (centres undefined)
 : 0.2	-6.3	2.1	7.2	-14.6	1.0	1.3	-0.2	1.0	0.4	-4.3
> CCOc1c(Cl)cc(CNCC(C)C)cc1Cl
 : 2.4	-1.4	0.4	0.6	2.7	-1.0	0.2	-1.1	0.2	-2.1	-1.4
> CCn1c(CCNC(=O)c2ccc(OC)cc2)nnc1SCc1ccc(Cl)cc1Cl
 : -4.0	-19.7	-2.9	-3.5	1.6	-0.8	-0.9	-2.1	-0.8	-3.5	-1.9
> O=C(Cc1ncc(C(F)(F)F)cc1Cl)NCCc1ccccc1
 : 1.7	-43.9	-0.1	-3.8	-0.8	0.7	-0.3	-1.7	1.1	-1.4	-4.7
> Cc1ccc(-c2ccc(SCC(=O)Nc3nonc3C)nn2)cc1
 : 3.3	3.9	0.3	0.0	3.3	1.8	-0.5	-0.9	-1.4	0.3	3.5
> COc1ccc(-n2c(SCC(=O)NCCC(C)C)nc3ccsc3c2=O)cc1
 : -2.0	5.8	-1.7	-3.3	-0.3	2.1	0.1	-1.9	-0.6	-2.3	1.8
> C[C@@H]1CCCN1c1ccc2c(c1)O[C@H]1CCN(C1)S2(=O)=O
 : /	13.2	-2.5	2.5	-2.8	/	0.1	-0.5	/	-2.3	-0.4
> C/C(=N\NC(=O)CSc1nc(C)cc(C)n1)c1cccc([N+](=O)[O-])c1
 : 0.4	13.7	-2.4	-2.1	-5.3	1.0	-0.2	-1.4	-1.2	-1.0	-0.6
> Cc1ccccc1N1CCN(C(=O)c2cc(C3CC3)nn2-c2ccccc2)CC1
 : -1.2	-2.5	-1.1	0.1	-3.0	-0.6	-2.0	-0.7	-0.1	-1.6	8.3
> O=C(COC(=O)C1CC1)NCc1ccccc1Cl
 : -0.4	-3.6	-1.7	2.2	3.6	-0.8	0.1	-1.1	1.3	7.1	-6.2
> CCSc1nc2ccccc2n1CC(=O)O
 : 0.6	0.2	-1.0	5.5	-2.0	0.1	-0.7	-0.9	1.7	-0.3	2.2
> Nc1nc2c(ncn2[C@@H]2O[C@H](C(=O)N[C@H](Cc3ccccc3)C(=O)O)[C@@H](O)[C@H]2O)c(=O)[nH]1
 : /	2.6	1.1	2.0	1.1	0.7	0.7	-0.6	/	2.4	2.1
> CN1CCC(=NNC(=O)COc2ccc(Cl)cc2)CC1
 : 3.4	1.6	-1.9	-2.1	-0.4	-2.1	0.0	-1.8	1.0	-0.9	-4.7
> O=S(=O)(c1ccc(Cl)c(Cl)c1)N1CCc2nc3ccccc3n2CC1
 : 1.9	4.0	0.4	1.7	4.2	1.0	1.1	-0.5	-0.1	0.5	-7.1
> CCOc1c2ccc(C(=O)NCCCCc3ccccc3)cc2nn1C
 : 1.2	11.0	0.1	0.4	-411.9	1.5	-0.7	-1.4	0.1	-1.2	-1.5
> O=C(CSc1nc(-c2ccco2)cc(C(F)(F)F)n1)Nc1cccnc1
 : -2.9	-3.9	-0.1	-0.4	-1.6	0.6	-1.2	-1.9	-0.1	-3.4	-1.0
> Cc1ccc(NC(=S)NCc2ccc(F)cc2)c(C)c1
 : 0.2	16.5	0.2	-3.5	1.6	-0.8	-0.6	-1.1	3.4	-2.2	6.7
> COc1ccc(CC(=O)Nc2cc(F)ccc2F)cc1S(=O)(=O)N1CCOCC1
 : -0.4	6.3	-0.4	-1.1	-2.8	2.1	-1.0	-1.4	-0.2	-4.3	7.0
> OCC1(CCOc2ccccc2)CCN(Cc2cc(Cl)ccc2O)CC1
 : 0.1	-10.8	1.6	-2.3	-7.5	-2.5	-0.1	-1.1	-0.6	2.6	2.8
> CCCn1c(SCC(=O)N(CC)CC)nnc1-c1ccncc1
 : -2.3	-6.0	-0.2	2.5	0.9	-2.4	0.3	-1.6	1.2	-2.0	-0.8
> C/C=C(/C)C(=O)Nc1cccc(C2=NOC3(C2)C[C@@H](C(N)=O)N(C(=O)CC(c2ccccc2)c2ccccc2)C3)c1 (some centres undefined)
 : 0.0	-36.3	-1.7	-3.0	1.5	-2.0	0.0	-1.3	-1.0	-0.5	-2.5
> Cc1nc2ncccn2c1-c1csc(NCc2ccco2)n1
 : 3.6	8.7	-2.2	-4.4	-72.8	0.0	-0.4	-1.2	0.4	-5.1	-1.1
> COc1ccc(N(CC(=O)NCCc2ccccc2)C(=O)c2csnn2)cc1OC
 : 1.8	-6.2	-2.1	-3.0	-5.2	-1.1	-0.3	-1.0	-0.5	2.3	-3.1
> C/C(=N\NC(=O)c1ccc(N2CCCC2=O)cc1)c1ccccc1
 : -0.6	1.8	-0.2	-1.1	-4.8	-2.4	0.1	-1.1	1.1	1.8	-0.1
> O=C(CCNc1ccccc1)c1ccc2c(c1)OCO2
 : 7.5	5.0	3.8	11.3*	2.1	-0.6	2.9	0.7	4.8*	-2.2	/
> Cc1cccc(C(C)(C)C)c1OCCOCCN1CCCC1
 : 0.3	-13.6	2.5	-2.8	5.2	0.8	-0.6	-0.1	-0.3	7.4	8.2
> CCS(=O)(=O)c1ccc2oc(SCC(=O)NC34CC5CC(CC(C5)C3)C4)nc2c1
 : 2.9	-5.7	-2.3	-2.5	2.8	0.1	-0.9	-1.0	-0.2	-0.5	7.8

Assay outcomes from PubChem BioAssay.
